Screening results as filed in PubChem.
STAT3 act: increases IL-6 driven STAT3 reporter signal | U3A cells, IL-6 STAT3-luciferase reporter, luminescence; 100% = signal with IL-6 EC80 alone | activation (% of control), % at 5.6 µM | 190,000 compounds, 0.91% hits | AID 871;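 active = activation above the screen-wide mean of compound activation plus 3 SD, cut at about 130% in these data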;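 note: 0% = background luminescence of wells with medium and substrate only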
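Material: STAT3-luciferase reporter U3A cells. Controls: IL-6-treated wells, 100% activation. Read-out: % activation versus median of IL-6-stimulated wells. Probe or stimulus: IL-6 stimulus at 33 ng/mL final. Timing: compound 1 h, then IL-6 6 h at 37 °C. Signal: reporter luminescence signal.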
RAM network inh: blocks the yeast RAM network; S. cerevisiae dse1pr::URA3 reporter, 5-FOA growth OD615, 2 d; analog-sensitive cbk1-as2 kinase mutant strain; 190,000 compounds, 1.8% hits; inhibition, % at 50 µM;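 active = inhibition above a set limit, 3 SD over mean compound inhibition, cut at about 8.4% in these data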;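 note: 0% = DMSO-only wells with no growth and 100% = 10 µM 1-NA-PP1 full growth; inhibition rescues growth on 5-FOA so higher OD means more RAM inhibition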
APP 5'UTR act: APP 5'UTR luciferase reporter activation | 190,000 compounds, 1% hits | activation, % at 2 µM | SH-SY5Y APP 5'UTR luciferase reporter, luminescence; zero percent = DMSO vehicle wells | AID 1276;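 active = activation above a set limit, based on mean plus 3 SD of controls, cut at about 140% in these data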; note: values of inactives mirror those of a sister screen read the other way
Hsp70 act: switches on Hsp70 transcription. 200,000 compounds, 0.04% hits. HeLa Hsp70 promoter luciferase reporter, luminescence; scaled: vehicle 0, proteasome-inhibitor control 100%. activation, % at 10 µM;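 active = activation above the mean across all tested compounds plus 3 SD, cutoff set per campaign, cut at about 5.5% in these data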;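 note: 100% = MG132 at 30 µM as the positive control and 0% = DMSO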
APP transl inh: APP translation inhibition | SH-SY5Y APP 5'UTR-luciferase reporter, luminescence | inhibition, % at 2 µM | 190,000 compounds, 0.82% hits | AID 1285;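 active = inhibition above a set limit, derived from the sample mean plus 3 SD, cut at about 45% in these data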; note: values of inactives mirror those of a sister screen read the other way
STAT3 blocker: reduces IL-6 driven STAT3 reporter signal | U3A cells, IL-6 STAT3-luciferase reporter, luminescence; host cell line lacks STAT1 | inhibition, % at 5.5 µM | 190,000 compounds, 0.89% hits | AID 862;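 active = inhibition above the mean inhibition across all screened compounds plus 3 SD, cut at about 44% in these data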;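 note: 0% = DMSO only wells and 100% = 100 µM nifuroxazide control wells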
FLuc inhib CS: counter-screen for luciferase assay inhibitors: firefly luciferase inhibition; P08659; ATPLite firefly luciferase biochemical luminescence, 10 min; inhibition, % at 10 µM; 200,000 compounds, 1.5% hits;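 active = inhibition above about 50% when tested at 10 µM, limit read from the data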
Target sequence (P08659 whole entry, looked up): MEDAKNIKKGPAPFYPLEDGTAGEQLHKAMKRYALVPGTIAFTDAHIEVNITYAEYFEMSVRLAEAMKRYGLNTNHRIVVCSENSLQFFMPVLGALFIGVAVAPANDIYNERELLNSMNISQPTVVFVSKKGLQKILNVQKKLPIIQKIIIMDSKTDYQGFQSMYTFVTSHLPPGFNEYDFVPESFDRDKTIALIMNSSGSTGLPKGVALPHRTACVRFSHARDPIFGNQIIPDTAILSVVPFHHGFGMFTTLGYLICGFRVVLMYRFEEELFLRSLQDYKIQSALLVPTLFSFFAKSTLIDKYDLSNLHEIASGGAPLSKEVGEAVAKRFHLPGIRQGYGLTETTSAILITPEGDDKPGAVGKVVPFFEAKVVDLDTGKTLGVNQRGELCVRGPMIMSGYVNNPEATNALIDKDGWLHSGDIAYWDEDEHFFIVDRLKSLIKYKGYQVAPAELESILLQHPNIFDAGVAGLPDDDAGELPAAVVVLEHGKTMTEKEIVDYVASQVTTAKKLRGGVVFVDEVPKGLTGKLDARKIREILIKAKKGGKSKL
STAT1 inh: STAT1 signaling inhibition. NIH 3T3 STAT1-luciferase reporter, IFN-gamma, luminescence. inhibition, % at 5.5 µM. 200,000 compounds, 0.35% hits. AID 920;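 active = inhibition above a set limit, the mean inhibition across all tested compounds plus 3 SD, cut at about 34% in these data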;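 note: 0% = IFN-gamma with DMSO and 100% = IFN-gamma with 300 µM nifuroxazide; values of inactives mirror those of a sister screen read the other way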
STAT1 act: increases IFN-gamma driven STAT1 reporter signal | NIH 3T3 STAT1-luciferase reporter, luminescence; 100% = IFN-gamma alone, no compound | 200,000 compounds, 2.6% hits | activation (% of control), % at 5.5 µM;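 active = activation above the screen-wide mean activation plus 3 SD, cut at about 130% in these data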;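 note: raw ratio to IFN-gamma control signal so 100% means no change and 0% no light; values of inactives mirror those of a sister screen read the other way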
NF-kB expr up: NF-kB expression increase, human neuronal cells | 190,000 compounds, 1.6% hits | NF-kB reporter expression; stronger effect = higher value | fold change at 12.5 µM; in the data active = fold change above about 3.3
* marks the source's active call; other numbers are inactive results; . = no result given. Hits appear at their usual frequency; 7.7% or so of the library scored in one or more.

SMILES	STAT3 act	RAM network inh	APP 5'UTR act	Hsp70 act	APP transl inh	STAT3 blocker	FLuc inhib CS	STAT1 inh	STAT1 act	NF-kB expr up
CC(=O)c1ccc2c3c(cccc13)C(=O)N(CCc1ccccc1)C2=O	183*	3.7	97	0.0	-97	-101	-2	-36	132*	1.7
CCOc1ccccc1-c1nc(-c2ccncc2)no1	88	1.3	0	-0.1	0	14	-5	5	96	1
C/C(CC(=O)c1ccccc1)=N\NC(=O)CC#N	100	-0.6	4	-0.4	-4	5	-5	-5	102	1.2
O=c1c(/C=N/N2CCOCC2)c(C(F)(F)F)[nH]n1-c1ccccc1	110	-0.5	-12	0.0	12	-5	1	-4	102	0.95
Cc1nnc(N/N=C/c2ccccc2O)n1N	109	-1.2	-14	-0.3	14	-7	2	-10	109	1.3
CCOC(=O)c1c(C)[nH]c(C)c1C(=O)CSc1nnc(-c2ccc(OC(F)F)cc2)o1	100	2.8	-9	0.1	9	-1	-9	5	104	1
COC(=O)/C=C/C(=O)N1CCN(c2ccccc2C)CC1	104	5.5	-8	-0.3	8	-4	2	9	92	0.81
O=C(NCc1ccc(Cl)cc1)C1CCN(S(=O)(=O)c2ccc(F)cc2)CC1	103	2.5	1	-0.2	-1	-4	-5	-7	106	0.9
COc1ccc(NC(=O)CCNC(C)=O)cc1NS(=O)(=O)c1ccc(F)cc1	102	2.9	-5	-0.2	5	2	-3	-4	103	1.1
COc1c(Cl)cc(Cl)cc1/C=N/n1cnnc1	105	-0.4	-55	-0.3	55*	-2	-8	-6	105	0.9
O=C(CN(C(=O)CSc1nc2ccccc2o1)c1cccc(F)c1)NC1CCCCC1	108	-0.2	3	-0.2	-2	1	-3	-2	102	1
Cn1cc(C(=O)N2CCN(C(=O)c3ccco3)CC2)c2c3ccccc3n(C)c2c1=O	97	1.4	12	0.3	-12	7	-5	2	98	0.87
COCc1cc(=O)n2[nH]c(-c3ccsc3-n3c(C)ccc3C)cc2n1	97	1.2	-23	-0.3	23	4	-5	-3	104	1.1
O=C(C#Cc1ccccc1)c1ccc([N+](=O)[O-])cc1	87	0.2	0	-0.3	0	15	-5	21	81	1.8
CCCCOc1ccc(/C=C2/Sc3ccccc3C2=O)cc1	123	17*	5	-0.2	-5	-21	36	10	91	1.5
Fc1ccc(Oc2ccc3nnc(C(F)(F)F)n3n2)cc1	99	0.2	-3	-0.2	3	3	-3	1	98	1.2
O=S(=O)(NCc1ccccc1)c1ccc(Cl)cc1	105	1.2	-4	-0.3	4	-9	-1	-11	110	1.1
Cc1cc(C(=O)CSc2nncn2C)c(C)n1-c1ccccc1	72	1.9	122	-0.2	-122	37	69*	4	96	4.2*
C1=CC2CC1CC2CN1CCN(c2ccccc2)CC1 (stereo not drawn)	95	2.1	18	0.0	-18	12	-8	-2	103	1.2
Cc1c(C(=O)NCc2ccc3c(c2)OCO3)oc2ccc(S(=O)(=O)N3CCCCC3)cc12	90	5.6	76	-0.1	-76	15	-6	12	89	0.33
Cc1ccccc1Cn1ccc(NC(=O)c2nn3cccnc3c2Cl)n1	88	4.8	-8	0.0	8	21	2	-18	114	1.2
O=C(Nc1ccc2c(c1)OCO2)c1c(F)c(F)c(F)c(F)c1F	106	-0.7	24	-0.2	-24	-4	5	3	102	1.3
CCOc1ccc(C(=O)NCC(=O)N2CCC(C)CC2)cc1OCC	100	-0.1	-3	-0.2	2	2	-4	0	99	0.98
Cc1ccc(S(=O)(=O)N(CC(=O)N/N=C/c2cccc(Cl)c2)c2cccc3cccnc23)cc1	104	7.0	-8	-0.2	8	1	-6	8	92	1
CC(C)Oc1ccc(N2CC(C(=O)NC3=NCCS3)CC2=O)cc1 (stereo not drawn)	104	1.1	-2	-0.3	2	0	-6	-21	118	0.94

The listing continues.
SMILES	STAT3 act	RAM network inh	APP 5'UTR act	Hsp70 act	APP transl inh	STAT3 blocker	FLuc inhib CS	STAT1 inh	STAT1 act	NF-kB expr up
COCCn1c(SCC(=O)c2ccc(Cl)cc2)nnc1C(C)C	101	0.7	16	-0.1	-16	1	-10	-19	118	1.1
COc1ccc(-c2nc(CC(=O)O)cs2)cc1	100	-0.6	7	0.0	-7	4	-6	1	99	0.91
O=C(/C=C/c1ccc(Cl)c([N+](=O)[O-])c1)Nc1cccnc1	81	2.2	19	0.0	-19	28	3	0	100	0.65
c1ccc2c(c1)oc1c(N3CCOCC3)ncnc12	107	0.3	-6	-0.4	6	-2	-6	-6	105	1.5
CCS(=O)(=O)N1CCC(C(=O)NCCc2ccc(OC)c(OC)c2)CC1	103	0.7	-1	0.1	1	0	-7	5	96	1.3
C(=N\c1nc2ccccc2n1CCN1CCCCC1)/c1ccc2c(c1)OCO2	103	-0.1	16	-0.3	-16	-4	1	2	98	1.1
O=C(Nc1cc(Cl)ccc1Oc1ccccc1)c1cnccn1	106	6.8	-4	-0.3	4	-7	-6	1	99	1.1
COC(=O)c1cccc(C(=O)N2CCCC(C(=O)c3cc(F)ccc3F)C2)c1 (stereo not drawn)	105	-0.7	-16	-0.4	16	-2	-4	4	95	1.1
Cc1ccc(NC(=O)c2c([N+](=O)[O-])c(C(C)(C)C)nn2C)c(C)c1	97	2.4	6	-0.3	-6	6	-2	-1	101	0.89
CCOC(=O)C1=C(C)NC(=O)NC1c1ccc(OC(=O)c2ccco2)c(OC)c1 (stereo not drawn)	109	1.5	-4	-0.4	4	0	-4	-7	106	1.3
O=C(NCc1cccnc1)C1CCN(S(=O)(=O)N2CCC3(CC2)OCCO3)CC1	102	0.5	7	0.1	-7	7	-8	-7	106	0.98
O=C(CCN1CCCCC1)Nn1c(=S)[nH]c2ccccc2c1=O	103	-0.3	5	0.0	-5	-1	1	-2	102	0.99
COc1ccc(CCNC(=O)c2ccc(CS(=O)(=O)c3ccc(Cl)cc3)o2)cc1OC	69	2.8	5	-0.4	-5	42	-5	8	93	0.64
O=C(NCc1ccco1)c1cccn2c(=O)c3cc4ccccc4cc3nc12	196*	0.8	-28	-0.4	28	-109	-6	-1	101	0.91
CCn1nc(CC(=O)Nc2nnc(CC(=O)N3CCCC3)s2)c2ccccc2c1=O	104	2.8	9	0.1	-9	0	-6	0	100	1.1
COc1ccc(N=C2SC(CC(=O)Nc3ccc(OC)cc3OC)C(=O)N2C)cc1 (stereo not drawn)	106	6.1	-28	-0.2	28	-4	-10	8	92	1.3
O=C(OCc1cncs1)c1ccccc1Cl	104	1.9	-11	-0.1	11	0	0	-9	106	1
CCC/C(O)=C1\C(=O)CC(c2ccccc2)CC1=NC(C)C(=O)O (stereo not drawn)	102	0.1	8	0.2	-8	0	-5	-5	105	1.1
CCCCNC(=O)CN(c1cccc(F)c1)S(C)(=O)=O	99	0.2	7	-0.3	-7	4	-10	-4	104	1.2
Cc1ccc(-c2nn(-c3ccccc3)cc2C2CC(c3cccs3)=NN2C(=O)CCC(=O)O)cc1 (stereo not drawn)	87	2.0	5	-0.1	-5	16	-2	4	97	1.2
Cc1nn(-c2ccccc2)c(N2CCCC2)c1/C=N/NC(=O)c1ccccc1O	105	0.5	6	-0.6	-6	-9	1	-1	101	1
O=C(Cn1c(C(F)(F)F)nc2ccccc21)N/N=C/c1ccco1	100	-0.1	0	-0.2	0	2	-8	6	93	1.1
O=C(NC(=S)Nc1ccccn1)c1cncc(Br)c1	93	4.3	87	-0.1	-87	12	64*	-19	118	1.7
S=C(Nc1ccccc1Cl)N1CCC(c2ccccc2)C1 (stereo not drawn)	100	-0.5	130	0.0	-131	6	21	-52	148*	3.4*
CCCC(C)c1nnc(NC(=O)c2cc(C(=O)OC)cc([N+](=O)[O-])c2)s1 (stereo not drawn)	97	3.2	10	-0.2	-10	14	1	5	95	0.95

Continued:
SMILES	STAT3 act	RAM network inh	APP 5'UTR act	Hsp70 act	APP transl inh	STAT3 blocker	FLuc inhib CS	STAT1 inh	STAT1 act	NF-kB expr up
N#Cc1cc(Sc2ccccn2)c([N+](=O)[O-])cc1C#N	98	6.2	-17	-0.1	17	10	-7	-2	101	1.1
CC(C)N(NC(=O)c1cccc2ccccc12)C(C)C	102	0.7	6	-0.2	-6	5	-3	-3	102	1
Cc1ccc(-n2c3c(c(=O)[nH]c2=O)C(NS(=O)(=O)c2ccc(C)cc2)(C(F)(F)F)C(=O)N3)cc1 (stereo not drawn)	100	0.9	-24	0.1	24	1	-9	-4	103	1.2
CCc1ccc(NS(=O)(=O)c2ccc3[nH]cc(C(=O)N4CCCCC4)c(=O)c3c2)cc1	105	1.2	10	0.8	-10	-4	-1	-1	101	1.2
COc1cc(C2CC(C(F)(F)F)n3ncc(C(=O)O)c3N2)cc(OC)c1OC (stereo not drawn)	98	0.2	-15	-0.3	15	8	-6	0	100	1.2
Cn1c(=O)c2c(nc(SCC(=O)NCc3ccco3)n2C)n(C)c1=O	97	-0.2	1	-0.2	-1	7	-5	0	100	1.4
CCN(c1ccccc1)c1cc(C)nc2nc(C)nn12	103	0.8	-12	-0.4	12	-3	-2	8	93	0.97
CC(C)OC(=O)CC(=O)CSc1nc2c(cc1C#N)CCCC2	107	3.6	31	-0.1	-31	-4	-5	-7	105	2.8
CCOc1ccc(-n2c(COc3ccc(C)cc3)nnc2SCC(N)=O)cc1	102	0.3	3	0.0	-3	4	1	0	100	1.1
COc1ccc(-c2csc(-c3cc4ccccc4oc3=N)n2)cc1	102	3.6	-7	-0.3	7	0	29	4	96	0.98
CCN(CC)C(=O)C1CCCN(C(=O)Nc2ccccc2)C1 (stereo not drawn)	99	-0.3	-8	-0.3	8	2	-2	-5	96	1.1
CCOc1ccc(C(NC(C)=O)c2ccc(OC)c(OC)c2)cc1 (stereo not drawn)	103	-0.9	5	-0.2	-5	3	-5	2	96	1.6
COc1ccccc1N1CCN(C(=O)Cn2nc3n(C)c4ccccc4n3c(=O)c2=O)CC1	104	1.9	-3	-0.3	3	1	-2	-4	104	0.93
COc1ccc(S(=O)(=O)Nc2ccc(C)cc2)cc1N(C)S(=O)(=O)c1ccc(Cl)cc1	92	-0.4	1	-0.2	-1	15	1	-2	102	0.62
Cc1ccc(NC(=O)COc2ccc(Br)cc2CO)cc1	90	-0.5	-3	-0.2	3	13	0	-16	110	1.4
COc1ccc(C(=O)/C=C/Nc2cccc(C)n2)cc1OC	101	2.4	36	0.7	-36	1	41	-86	171*	4.1*
Cc1ccc(NC(=O)CNC2CCS(=O)(=O)C2)cc1C (stereo not drawn)	109	-0.1	-12	-0.2	12	1	-1	-8	106	1.3
Cc1ccc(CN2CCN(Cc3cn(C)nc3-c3ccccc3)CC2CCO)o1 (stereo not drawn)	102	0.5	-1	-0.3	1	2	-4	1	97	.
CC1CCN(C(=O)CSc2ccc(-c3ccccc3)nn2)CC1	85	-0.4	17	-0.2	-17	25	2	11	88	0.67

Some of these compounds in order of the APP 5'UTR act value, descending:
SMILES,STAT3 act,RAM network inh,APP 5'UTR act,Hsp70 act,APP transl inh,STAT1 inh,STAT1 act,NF-kB expr up
CCOc1ccc(-n2c(COc3ccc(C)cc3)nnc2SCC(N)=O)cc1,102,0.3,3,0.0,-3,0,100,1.1
Cn1c(=O)c2c(nc(SCC(=O)NCc3ccco3)n2C)n(C)c1=O,97,-0.2,1,-0.2,-1,0,100,1.4
N#Cc1cc(Sc2ccccn2)c([N+](=O)[O-])cc1C#N,98,6.2,-17,-0.1,17,-2,101,1.1
